Screening data (PubChem BioAssay)
WT yeast gro inh – growth inhibition of WT yeast, mitochondrial fusion screen; mitochondrial fusion phenotypic screen, WT strain; inhibition, % at 10 µM; actives 2.1% (n = 190,000); AID 1362; in the data active means inhibition above about 58%; tested in S. cerevisiae
Yfh1-off respiration – enhancers of respiration in Yfh1-depleted yeast, dose response, Friedreich's ataxia, plus single-dose screen (AID 1465); actives 0.074% (n = 220,000); S. cerevisiae Yfh1-off respiration, WST-1 reduction, 72 h; higher fold induction means a stronger effect; fold induction at 50 µM; hits with a dose series show EC50 in µM;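 active means fold induction of absorbance versus untreated yeast above a set limit, then at least 30% activation at any dose in follow-up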;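 further: activators that raise dye reduction in frataxin-depleted yeast; strong numbers were not always called active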
b-catenin transl – modulators of beta-catenin nuclear translocation. HeLa beta-catenin nuclear translocation, immunofluorescence imaging. nuclear translocation activity, % at 5 µM. actives 0.3% (n = 190,000). AID 1665;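 active means nuclear translocation activity above 50% at 5 µM, with a well cell count of 50 or more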;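 further: per-cell ratio of nuclear to cytoplasmic median beta-catenin stain intensity; plate controls were DMSO negative control for no effect and GSK-3 inhibitor IX positive control for full effect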
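Test system: human HeLa cells, native beta-catenin. Compound dosing: 5 µM primary single dose, 0.1% DMSO, 0.02–20 µM confirmation series. Incubation: compound exposure 24 h at 37°C. Detection: beta-catenin immunostaining with DAPI counterstain, 20x imaging, 6 fields/well. Read-out basis: Nuclear/cytoplasmic beta-catenin signal ratio, % activation.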
M1AAP inhibition – P. falciparum M1AAP inhibitors, biochemical, fluorogenic H-Leu-NHMec substrate, 1536-well (AID 1445) | actives 0.42% (n = 220,000) | recombinant M1AAP, H-Leu-NHMec fluorogenic kinetic assay; higher % means a stronger effect | inhibition, % at 30 µM, or IC50 in µM where a hit was titrated;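 active means primary inhibition above the hit cutoff, then over 50% inhibition at one or more dose response concentrations, cut at about 23% in these data, passing the limit was not always enough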;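 further: plate controls were DMSO full reaction for no effect and no enzyme background for full effect; strong numbers were not always called active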
MT stabilizer – microtubule stabilizers in HeLa cells | HeLa tubulin immunostaining HCS, 24 h; share of cells brighter than vehicle mean+2SD | % tubulin-high responders, % at 10 µM | actives 0.83% (n = 200,000) | AID 2205;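 active means plate Z-score above 3 for both tubulin-high and condensed-nucleus cell shares, with cell loss under 80%, at 10 µM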;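 further: anti alpha tubulin signal scored within the nucleus-defined area of each cell; some results filed as inactive read as strong as hits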
M17LAP inhibition – P. falciparum M17LAP inhibitors, primary screen, biochemical, fluorogenic H-Leu-NHMec substrate, 1536-well (AID 1619). recombinant M17LAP, H-Leu-NHMec fluorogenic kinetic assay; higher % means a stronger effect. one-dose inhibition, % at 30 µM; IC50 in µM for titrated hits. actives 0.38% (n = 220,000);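 active means compound inhibiting the enzyme by more than half at any dose during confirmatory dose-response retesting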;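 further: plate controls were full reaction with DMSO carrier for no effect and no enzyme background for full effect; strong numbers were not always called active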
T cell modulator – modulates CD8 T cell binding to vesicles; 2C CD8+ T cell-vesicle binding, flow cytometry; hits give low values; calls only at 7 µM; actives 0.068% (n = 330,000); AID 2052;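 active means response, share of CD8 T cells binding vesicles, and their 90th percentile fluorescence all below set limits, cut at about 80% in these data, passing the limit was not always enough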
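material = purified 2C TCR transgenic mouse naive CD8+ T cells | controls = Unloaded micro-vesicles (low), QL9 vesicles with 0.7% DMSO (high) | detection = cytometric PE anti-B7-1 and Alexa647 anti-CD8 signals after 1% paraformaldehyde fixation | incubation = binding step 1.5 h, 37 °C, antibody labelling 20 min, ice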
Autophagy mod – autophagy modulation, high-content screen | AID 463193 | MEF GFP-LC3 puncta imaging; test concentration mostly 10 µM | actives 0.98% (n = 190,000) | calls only at 10 µM (by protocol);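 active means percentage of spot-positive cells more than 3 SD above its plate mean, without a fluorescence outlier flag or 80% toxicity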;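 further: spot-positive cell cutoff set from DMSO-treated cells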
Dynein cargo inh – blocks dynein driven cargo transport along microtubules; z-score, hits read low; actives 0.47% (n = 220,000); 3617.4 mouse cells, GR-EGFP nuclear translocation imaging; test concentration mostly 20 µM; stimulated with dexamethasone, 1 µM; hits give low values;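 active means plate z-score of nuclear minus cytoplasmic receptor signal below a set negative limit, without overly bright fluorescence or cell loss, cut at about -3.5 in these data, passing the limit was not always enough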;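 further: z-score of nuclear minus cytoplasmic ring GR-EGFP intensity difference per well; some compounds called inactive have numbers as strong as hits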
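Buffer or medium: tet-free, stripped-serum medium; reagent: dexamethasone at 1.0 µM final, 30 min; incubation: 48 h induction, 1 h compound, 30 min dex at 37 °C; measured by: formaldehyde fixation, Hoechst nuclear stain, 10x automated fluorescence imaging; read-out: nuclear-to-cytoplasmic GR-EGFP distribution per well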
WT yeast gro inh mutant strain – further read-out of WT yeast gro inh, marked with its call; inhibition, %; mitochondrial fusion phenotypic screen, mutant strain inhibition
Dynein cargo inh cytoplasmic EGFP – also measured in Dynein cargo inh; calls as there; z-score; measured here: cytoplasmic GR-EGFP intensity; hits give high values
Dynein cargo inh nuclear GR-EGFP – also measured in Dynein cargo inh; calls as there; z-score; measured here: nuclear GR-EGFP intensity;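 lower value marks the stronger effect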
Dynein cargo inh cell count – second read-out of Dynein cargo inh, no call of its own (marks repeat the call); z-score; measured here: cell count per field
b-catenin transl cell count 5 µM – further read-out of b-catenin transl, marked with its call; cell count; measured here: cell count, cytotoxicity flag
T cell modulator vesicle-bound % – also measured in T cell modulator; calls as there; double positive events, %; measured here: CD8+ vesicle-bound cell fraction;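 binding gate set so that unloaded-vesicle control wells show 10% double positive cells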
MT stabilizer Hoechst-high % – also measured in MT stabilizer; calls as there; % Hoechst-high responders; measured here: nuclear condensation Hoechst responders;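 share of cells brighter than vehicle mean plus two SD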
MT stabilizer cytotoxicity % – recorded beside MT stabilizer, whose call it bears; toxicity, %; measured here: cytotoxicity by cell density;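 0% = mean cell density of plate MIN control wells and 100% = no cells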
Autophagy mod cell loss 18 h – recorded beside Autophagy mod, whose call it bears; toxicity, %; measured here: cell loss, nuclei count;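 cell loss after 18 h compound exposure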
An asterisk follows results filed as active; i = inactive; / = not tested or not shown.

SMILES	WT yeast gro inh	WT yeast gro inh mutant strain	Yfh1-off respiration	b-catenin transl	b-catenin transl cell count 5 µM	M1AAP inhibition	MT stabilizer	MT stabilizer Hoechst-high %	MT stabilizer cytotoxicity %	M17LAP inhibition	T cell modulator	T cell modulator vesicle-bound %	Autophagy mod	Autophagy mod cell loss 18 h	Dynein cargo inh	Dynein cargo inh cytoplasmic EGFP	Dynein cargo inh nuclear GR-EGFP	Dynein cargo inh cell count
COc1ccc(NC(=O)CN(C)CC(=O)Nc2ccc(Cl)c(S(=O)(=O)N(C)C)c2)cc1	-7	-2	i	-2.9	1069	3%	3.2	2.8	4.7	3%	i	49	i	13	-0.21	-0.3	0.4	0.42
COc1ccc(CNC(=O)C2CC(c3ccc(C(F)(F)F)cc3)=NO2)cc1 (stereo unspecified)	/	/	i	2.2	1112	1%	/	/	/	7%	i	4	/	/	0.89	-0.83	0.51	-0.46
CNC(=S)N/N=C/c1cn(Cc2ccc(F)cc2)c2ccccc12	-1	-6	/	-1.2	988	2%	4.5	2.7	3.4	5%	i	42	i	8	-1	-0.26	-0.73	0.53
CC(=O)c1c(C)[nH]c(C(=O)OCC(=O)Nc2cccc(S(=O)(=O)N(C)C)c2)c1C	-4	4	i	-2.8	1104	2%	4.7	2.3	7.6	5%	i	41	i	8	-0.65	-0.35	0.23	0.89
CN(O)/C=C/C(=O)c1ccc(Br)cc1	9	4	i	-3.1	1079	-1%	2.9	1.5	17	-3%	i	21	i	4	-0.84	-0.26	-0.071	0.79
CCCCc1ccc(NC(=O)COCC)cc1	7	-4	i	0.7	1042	-1%	3.2	2.4	5.5	12%	i	25	i	-2	-0.086	-0.26	-0.2	0.91
COc1ccc(CCC(C)Nc2ccccc2F)cc1 (stereo unspecified)	14	0	i	-0.3	981	1%	4.1	2.5	6.3	-2%	i	34	i	-9	0.19	-0.26	0.091	-0.43
CC(C)C(=O)Nc1ccc(C(=O)N2CCCCCC2)cc1	-1	0	i	/	/	3%	3.5	1.2	8.6	-5%	i	30	i	-17	1.3	-0.39	0.81	-0.45
C=CCOc1ccc(Br)cc1CNCCO	9	11	i	3.1	816	7%	3.8	2.0	6.6	-4%	i	57	i	-19	2.2	-0.21	0.82	-0.31
O=C(CSc1nnc2ccccn12)Nc1nsc(-c2ccccc2)n1	-2	-8	i	-0.6	954	3%	2.1	4.2	8.1	9%	i	50	i	-2	-0.47	-0.23	-0.48	0.78
CCOc1ccccc1NC(=O)CN1C(=O)CSC(C)C1=O (stereo unspecified)	-1	1	i	-1.3	1123	5%	2.0	1.8	5.8	-3%	i	42	i	-6	-0.98	-0.17	-0.36	0.14
COc1ccc2c(c1)c(C(C)=O)c(C)n2C	/	/	i	1.0	1341	0%	/	/	/	12%	i	21	/	/	0.23	-0.28	0.65	0.59
COc1ccc(OC)c(-c2nc3ccccc3nc2-c2ccccc2)c1	/	/	i	-2.4	1057	0%	/	/	/	-5%	i	19	/	/	0.36	-0.3	0.14	1
COc1ccc(C(O)c2nccn2Cc2ccccc2)cc1 (stereo unspecified)	11	8	i	-0.3	1280	3%	5.8	3.1	6.8	-7%	i	52	i	8	2	-0.3	0.98	-1.2
COc1ccc(CC(=O)Nc2ccc3c(c2)CCC3)cc1	-15	-28	i	0.5	1070	3%	3.7	1.7	9.8	27%	i	36	i	6	1.1	-0.26	0.52	-0.71
Cc1cc(N2CCN(Cc3ccc4c(c3)OCO4)CC2)n2ncnc2n1	3	-5	i	-0.4	1162	-1%	3.3	1.4	1.4	22%	i	28	i	5	0.3	-0.091	0.028	0.36
CCOC(=O)Cc1nnc(NC(=O)CSc2nnc3c4ccccc4n(C(C)C)c3n2)s1	-9	3	i	/	/	10%	6.1	2.5	6.8	19%	i	27	i	-11	-0.54	-0.17	0.17	0.53
CCOC(=O)C1CCN(C(=O)/C=C/c2cc(OC)c(OC)c(OC)c2)CC1	-36	12	i	-4.4	553	10%	2.2	2.4	4.9	26%	i	32	i	4	0.82	-0.2	0.83	-0.87
CCOc1cc(S(=O)(=O)n2c(C)nc3ccccc32)ccc1F	1	2	i	0.8	1058	2%	5.0	3.9	2.1	3%	i	16	i	-6	0.88	-0.21	0.95	0.41
CC(C)c1ccc(C(=O)CSc2n[nH]c(-c3ccncc3)n2)cc1	6	21	i	/	/	7%	2.7	2.8	9.7	7%	i	16	i	-2	1.6	-0.22	0.8	-0.73

Only Dynein cargo inh and T cell modulator vesicle-bound % (2 entries from above):
SMILES	Dynein cargo inh	T cell modulator vesicle-bound %
O=C(CSc1nnc2ccccn12)Nc1nsc(-c2ccccc2)n1	-0.47	50
CCOc1ccccc1NC(=O)CN1C(=O)CSC(C)C1=O (stereo unspecified)	-0.98	42

Going on with the list.
SMILES	WT yeast gro inh	WT yeast gro inh mutant strain	Yfh1-off respiration	b-catenin transl	b-catenin transl cell count 5 µM	M1AAP inhibition	MT stabilizer	MT stabilizer Hoechst-high %	MT stabilizer cytotoxicity %	M17LAP inhibition	T cell modulator	T cell modulator vesicle-bound %	Autophagy mod	Autophagy mod cell loss 18 h	Dynein cargo inh	Dynein cargo inh cytoplasmic EGFP	Dynein cargo inh nuclear GR-EGFP	Dynein cargo inh cell count
CCOC(=O)c1cc(-c2ccc(C)o2)nn1CCC#N	10	10	i	-4.1	1020	2%	2.0	1.5	3.8	5%	i	36	i	9	-2	-0.0026	-0.53	0.23
CCc1cc2c(NCCC(=O)O)ncnc2s1	0	0	i	/	/	0%	2.0	1.9	4.7	-1%	i	41	i	-3	-0.2	0.18	0.59	-1.5
Cc1cc(Cl)ccc1OCCCC(=O)N1CCCc2ccccc21	-21	-3	i	-2.2	1130	4%	2.0	1.2	6.3	-19%	i	62	i	1	0.34	0.0033	0.62	-0.6
Cc1ccc(C)c(N2CCN(C(=O)c3csc(C)c3C)CC2)c1	50	14	i	-0.4	975	-3%	2.9	3.4	3.2	-9%	i	20	i	-9	-0.83	0.038	-0.68	0.83
C/C(=N\OC(=O)c1ccc(Cl)cc1)c1sc(-c2ccccc2)nc1C	-6	0	i	-1.7	1018	3%	5.1	1.5	7.3	-2%	i	19	i	21	-0.54	-0.4	0.028	0.33
COc1ccc(C(C)=O)cc1CSc1nnc(-c2ccc(Cl)cc2)n1-c1ccccc1	6	3	i	0.0	1416	5%	0.9	1.5	4.6	-5%	i	38	i	27	-0.55	-0.18	-0.34	-0.017
COc1ccc(C(=O)Nc2cc3c(cc2Cl)OCCCO3)cc1	25	2	i	-9.2	1258	1%	1.5	1.6	5.0	6%	i	50	i	4	-0.17	-0.29	0.31	0.56
COc1ccc(/C=C/C(=O)Nc2cccc(C(C)=O)c2)cc1	-28	-6	i	-4.2	541	18%	1.8	2.0	8.1	12%	i	20	i	-10	0.97	-0.22	0.93	-1.5
O=[N+]([O-])c1cc(S(=O)(=O)Nc2ccccc2)ccc1N1CCN(c2ccccc2)CC1	33	-1	i	-3.7	1066	-3%	3.8	2.7	6.9	9%	i	47	i	-1	0.13	-0.3	-0.14	0.46
COc1ccc(-c2nnc(SCC(=O)N3CCCc4ccccc43)o2)cc1OC	-12	-1	i	0.0	1108	8%	3.2	2.6	8.9	10%	i	20	i	4	1.5	-0.24	0.65	-1
Cc1cc(C(=O)OCC(=O)N(C)C2CCS(=O)(=O)C2)c(C)n1-c1ccccc1 (stereo unspecified)	-5	-6	i	-4.0	1025	12%	2.0	2.4	9.3	17%	i	50	i	-5	-0.78	-0.24	-0.23	0.68
O=C1CC(Nc2ccccc2)C(=O)N1c1ccc(N2CCOCC2)cc1 (stereo unspecified)	22	22	/	0.8	1177	1%	3.8	2.4	4.0	-2%	i	59	i	3	-0.23	-0.15	-0.29	-1
Cc1cn(C)c(=O)n(C)c1=O	-2	-1	i	-0.9	1104	-2%	1.2	0.5	8.3	-3%	i	43	i	10	1.9	-0.21	1.3	-0.93
CCCCCn1c(CNC(=O)CCC)nc2ccccc21	-9	0	i	0.0	1074	0%	1.7	3.1	8.8	-7%	i	40	i	0	0.052	-0.24	0.26	0.24
O=C(/C=C/c1ccc(O)cc1)c1ccc(NC2=C(N3CCCCC3)C(=O)c3ccccc3C2=O)cc1	9	5	i	1.8	1060	9%	16	2.5	65	9%	i	44	i	29	-2.3	0.08	-0.53	0.86
CCN(CC)CCOc1ncnc2c1oc1ccccc12	-8	-6	i	/	/	1%	6.0	2.7	8.6	-5%	i	39	i	20	0.54	-0.1	0.21	-0.23
CCn1c(Cc2ccccc2)nnc1SCc1ccc([N+](=O)[O-])cc1	5	3	i	0.1	1120	-2%	1.9	3.3	10.0	-12%	i	59	i	1	0.59	-0.14	0.22	-0.44
COc1cccc(/C=N/Nc2cc(-n3nc(C)cc3-c3ccccc3)ncn2)c1O	-1	4	i	0.2	892	1%	4.0	3.9	15	-14%	i	7	i	4	0.11	-0.25	-0.088	0.058
